Source: PubChem
Smad3 FoxH1 inh – Smad3/FoxH1 peptide binding inhibitors, primary screen, biochemical, TR-FRET. TR-FRET Smad3/Dy647-FoxH1 peptide binding, europium anti-His. inhibition, % at 25 µM. 88,000 tested, 0.29% active;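 active = compounds that reduce the energy-transfer binding signal between the protein and its labelled peptide by more than half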;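 note: 0% = Smad3 plus labelled peptide maximal FRET and 100% = peptide-only background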
Target sequence (P84022 whole entry, looked up): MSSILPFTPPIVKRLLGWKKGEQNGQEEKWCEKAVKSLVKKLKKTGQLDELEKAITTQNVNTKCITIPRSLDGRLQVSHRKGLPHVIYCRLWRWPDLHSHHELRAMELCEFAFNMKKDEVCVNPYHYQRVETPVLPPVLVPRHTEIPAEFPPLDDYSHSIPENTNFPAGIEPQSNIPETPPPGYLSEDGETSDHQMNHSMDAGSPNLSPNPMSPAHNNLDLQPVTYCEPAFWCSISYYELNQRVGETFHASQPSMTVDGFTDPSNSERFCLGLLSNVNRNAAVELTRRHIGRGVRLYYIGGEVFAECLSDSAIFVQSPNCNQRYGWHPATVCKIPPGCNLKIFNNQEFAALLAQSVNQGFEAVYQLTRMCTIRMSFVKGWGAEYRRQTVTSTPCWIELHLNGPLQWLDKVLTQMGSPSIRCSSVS
MT1-MMP txn act – MT1-MMP promoter reporter activation – cell-based, luciferase luminescence, primary screen. activation factor at 10 µM. 86,000 tested, 0.16% active. AID 750, 2007. HT1080 MT1-MMP promoter luciferase reporter, overnight; active compounds read high;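 active = activation factor of at least 2 for MT1-MMP transcription at 10 µM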
HUVEC tox TNFa – cytotoxicity in TNFa-stimulated HUVEC, primary screen, cytotoxicity control for VCAM1 expression modulator project, imaging, Hoechst nuclei count; HUVEC TNFalpha-stimulated, Hoechst cell count; AID 848, 2007; 93,000 tested, 0.17% active; cell count reduction, % at 2 µM;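 active = cell count reduction exceeding the screen mean by over 5 SD, scaled to untreated wells per plate, cut at about 78% in these data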;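 note: cells counted after 24 h of TNF alpha exposure following the 1 h pretreatment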
IL1B cytotox – cytotoxicity in IL-1B stimulated HUVEC, primary screen, cytotoxicity control for IL-1B NFkB translocation project, imaging, Hoechst nuclear count, IL-1B stimulus. cell count reduction, % at 2 µM. 94,000 tested, 0.41% active. HUVEC cell count loss;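 active = cell count reduction more than 3 SD above the screen-wide mean, cut at about 70% in these data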;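 note: normalized per plate to untreated control cells as the no-loss baseline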
Calb biofilm kill – clotrimazole potentiators killing Candida biofilms, primary screen, with clotrimazole, Alamar Blue. C. albicans biofilm + clotrimazole. inhibition, % at 6 µM. 85,000 tested, 0.14% active;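 active = inhibition above 20%; inactive = inhibition below 20%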;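 note: preformed 24 hr biofilms exposed to compound for 48 hr; 0% = biofilm without compound and 100% = blank killed by clotrimazole plus chlorhexidine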
PTPN22 inh 2 – PTPN22 phosphatase inhibitors, primary screen, biochemical, DiFMUP fluorescence, 2 µM; inhibition, % at 2 µM; AID 640, 2007; recombinant LYP catalytic domain; 96,000 tested, 0.21% active;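 active = inhibition at 2 µM at or above a set limit, the screen mean plus 3 SD, cut at about 24% in these data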;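 note: 0% = DMSO with enzyme and 100% = enzyme fully blocked by orthovanadate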
VCAM1 TNFa inh – inhibitors of TNFa-induced VCAM1 expression, primary screen, imaging, HUVEC, TNFa stimulus, immunofluorescence | HUVEC TNFa-induced VCAM-1 immunofluorescence, high-content imaging | inhibition, % at 2 µM | 95,000 tested, 0.48% active | AID 802, 2007;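 active = inhibition above the batch mean plus 3 SD, with images confirmed as a hit by eye, cut at about 37% in these data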;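 note: 0% = TNF-stimulated DMSO wells and 100% = unstimulated control wells; not every result past the cut was called active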
DAT uptake mod – changed hDAT dopamine uptake under cocaine IC80, either direction, primary screen, cocaine antagonist project, cell-based, LLC-PK1 hDAT, [14C]-dopamine uptake, MLSMR. Sodium-dependent dopamine transporter (Homo sapiens), Q01959. LLC-PK1 hDAT cells, [14C]-dopamine uptake with cocaine IC80; actives deviate in either direction. B-score at 10 µM. 110,000 tested, 1.3% active. AID 449768, 2010;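 active = Z score or B-score, a plate-position-corrected score, falls beyond the plate's 99.7% confidence bounds, in either direction; inactive = both scores lie inside the 99.7% bounds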;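 note: scored against the spread of the other compound wells on the same plate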
Target sequence (Q01959 whole entry, looked up): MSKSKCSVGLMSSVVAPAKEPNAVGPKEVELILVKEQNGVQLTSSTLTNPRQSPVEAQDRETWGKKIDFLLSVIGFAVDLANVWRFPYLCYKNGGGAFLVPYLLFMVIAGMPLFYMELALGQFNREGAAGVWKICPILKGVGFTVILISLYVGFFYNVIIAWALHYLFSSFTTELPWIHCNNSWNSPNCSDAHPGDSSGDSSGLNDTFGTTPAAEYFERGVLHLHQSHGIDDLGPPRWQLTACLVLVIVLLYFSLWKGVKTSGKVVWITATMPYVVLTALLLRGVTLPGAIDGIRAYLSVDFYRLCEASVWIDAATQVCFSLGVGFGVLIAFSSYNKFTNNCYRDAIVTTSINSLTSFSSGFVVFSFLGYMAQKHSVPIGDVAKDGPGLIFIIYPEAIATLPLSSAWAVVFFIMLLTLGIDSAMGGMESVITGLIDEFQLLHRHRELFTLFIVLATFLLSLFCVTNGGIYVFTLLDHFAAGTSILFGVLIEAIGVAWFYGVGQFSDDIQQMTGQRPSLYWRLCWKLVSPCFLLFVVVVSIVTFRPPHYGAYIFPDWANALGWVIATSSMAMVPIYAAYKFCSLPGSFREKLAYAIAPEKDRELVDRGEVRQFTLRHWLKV
F-actin modifier – modifiers of F-actin cytoskeleton organization, primary screen, imaging, HUVEC, phalloidin staining, high-content imaging; HUVEC TNFa F-actin phalloidin imaging; inhibition, % at 2 µM; 91,000 tested, 0.18% active; AID 836, 2007;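 active = inhibition above the batch mean plus 3 SD and confirmed as a hit by visual image inspection, cut at about 30% in these data, passing the limit was not always enough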; note: strong numbers were not always called active
* = called active by the depositor; · = not tested or not shown; [ ] = another dose, or the depositor's remark. The list is partial; rates above refer to the full screens.

structure	Smad3 FoxH1 inh	MT1-MMP txn act	HUVEC tox TNFa	IL1B cytotox	Calb biofilm kill	PTPN22 inh 2	VCAM1 TNFa inh	DAT uptake mod	F-actin modifier
CN(CP(=O)(O)CCc1ccccc1)S(C)(=O)=O	8	1.1	-55	-11	1	-26	0	-0.015	0
CCNc1nc(Cl)nc(N(NC(C)=O)C(C)CC)n1 (stereo unspecified)	15	1.1	-11	3	8	10	-10	-0.9	2
COc1ccc(OC)c(NC(=O)C(=O)N/N=C/c2ccccc2[N+](=O)[O-])c1	·	·	-15	-11	·	-3	-1	-0.68	-6
CC(C)(C)c1cc2cccnc2n1Cc1ccccc1	·	·	-22	-14	·	-4	10	0.4	-14
COc1ccccc1NC(=O)C1=C(C)NC(SCC(=O)c2ccc(C)cc2)=C(C#N)C1c1ccco1 (stereo unspecified)	9	1.1	5	-34	-5	8	0	·	-16
Cc1cccc(-n2c(N)cc(=O)nc2SCC(=O)Nc2nnc(CC(C)C)s2)c1	4[fluorescence artefact?]	1.2	·	3	4	1	-3	·	3
COCCn1c(SC(C)C(=O)Nc2ccc3c(c2)OCCO3)nc2ccccc2c1=O (stereo unspecified)	10	1.1	-32	7	7	-1	7	0.28	-7
CC(Sc1nnc(N)s1)c1ccccc1Cl (stereo unspecified)	2	1.1	-7	-12	7	-5	17	-0.65	-5
O=C(O)c1cccc(C(=O)Cc2ccccc2)c1	-8	1.1	-19	-4	8	-22	-8	0.13	2
Cc1c(C(=O)NCC2CCCO2)oc2ccc(S(=O)(=O)N3CCCC3)cc12 (stereo unspecified)	12	1.2	·	·	7	·	·	1	·
CCC(Sc1nc2ccccc2c(=O)n1CCN1CCOCC1)C(=O)NCc1cccnc1 (stereo unspecified)	7	1	20	62	4	9	-2	0.3	-22
COC(=O)c1cc2sc(Cl)cc2n1CC(=O)NCC1CCCO1 (stereo unspecified)	-6	1.1	-20	-4	6	2	10	0.26	-8
COc1ccc(N(CC(=O)N2CCc3ccccc32)S(=O)(=O)c2c(C)nn(C)c2C)cc1	-4	·	-1	-2	8	-11	-4	0.0084	-4
Cc1cccc2cc(CN(CC3CCCO3)C(c3nnnn3Cc3ccco3)C(C)C)c(=O)[nH]c12 (stereo unspecified)	-2	1	-46	-9	5	-22	-4	·	-10
CCCCCn1c(=S)[nH]c2ncccc2c1=O	6	1.2	-16	-13	4	-19	4	·	28
S=C(Nc1ccc(Cl)cc1)NC1CC2CCCC(C1)N2C1CCCC1 (stereo unspecified)	·	·	-15	-19	·	1	3	-0.11	11
CS(=O)(=O)N(CC(=O)NCc1ccccc1)Cc1ccc(Cl)cc1	1	1.2	-33	-5	3	3	7	1.5	13
O=C(C1CCCN(S(=O)(=O)c2cccc3cccnc23)C1)N1CCN(c2ccccc2F)CC1 (stereo unspecified)	4	1.1	-12	20	8	-4	3	1.8	5
Cc1ccc(-c2cc(C(=O)Nc3cnn(C(C)C)c3)no2)cc1	-3	1	-16	6	7	2	22	-0.11	12
O=C(COc1ccc(S(=O)(=O)N2CCCC2)cc1Cl)NCc1ccco1	-14	1	2	-21	-5	-5	5	0.65	-11
CN1CC(=O)NC1=NC(=O)c1cc(F)c(F)cc1Cl	6	1.1	-23	19	3	-3	15	0.7	-4
CC(C)c1nc(-c2ccccn2)no1	-8	1.5	9	-39	2	4	-10	-1.5	-26
COc1ccc2[nH]c(C(=O)O)c(CCC(=O)O)c2c1	9	1.2	-18	-19	3	-3	22	-0.41	8
COC(=O)NCC(c1cccnc1)N1CCN(c2ccccc2OC)CC1 (stereo unspecified)	2	1.1	·	·	6	-2	·	0.38	·
Clc1ccc(COc2ccccc2CNCc2cccnc2)cc1	·	·	-8	-2	·	9	10	0.071	-4
O=C1c2oc3ccc(F)cc3c(=O)c2C(c2ccc(F)cc2)N1CCCN1CCOCC1 (stereo unspecified)	4	1.1	-3	-6	7	-6	-3	-1	-6
CC(=O)c1c(C)[nH]c(C(=O)N2CCN(C(=O)c3ccco3)CC2)c1C	5	1	·	-7	7	-12	·	-1.3	·
Cc1noc(NC(=O)c2ccc(F)cc2)c1C#N	·	·	-1	5	·	13	-6	-0.1	-14
COc1cc2cc(C(c3nnnn3C3CCCC3)N(C)C3CCCCC3)c(=O)[nH]c2cc1OC (stereo unspecified)	6	1.1	-4	-14	4	5	23	-0.035	-24
CN(C)c1ccc(C(=S)N2CCN(c3ccccc3)CC2)cc1	19[fluorescence artefact?]	1.3	12	15	8	8	-14	0.94	-21
COC(=O)c1ccc2c(c1)N(C)CCS2	-2	1.2	·	·	0	·	·	0.52	·
COc1cccc(-c2nc(CS(=O)(=O)CC(=O)N3CCN(c4ccccn4)CC3)c(C)o2)c1	0	1	·	·	9	·	·	0.098	·
CN1C(=O)CC(N2CCC(c3nc4ccccc4s3)CC2)C1=O (stereo unspecified)	2[fluorescence artefact?]	1.2	-15	-33	1	-8	15	-0.12	-4
CCCNS(=O)(=O)c1ccc(NC(=O)c2ccccn2)cc1	1	0.7	-16	-35	9	-2	4	-0.87	-7
Cc1cccc(NC(=O)c2ccc(S(=O)(=O)N(C)C)cc2)c1	0	1.2	-49	-16	8	-6	14	3.1*	11
CCCCCC1CCC(C(=O)NNC(=S)NCC)CC1 (stereo unspecified)	·	·	-7	-10	·	-6	-3	-0.55	21
COc1cccc(CN2CCCN(S(=O)(=O)c3ccc(Br)cc3)CC2)c1	2	1	-36	6	8	18	4	0.87	-23
Cc1ccc(C)c(-c2cc(C(=O)Nc3sc(C)c(C)c3C(N)=O)c3ccccc3n2)c1	·	·	-8	-16	·	3	-3	-0.0092	-19
c1ccc(COc2ccc(Nc3ncnc4nc[nH]c34)cc2)cc1	-2	·	-34	-8	1	-4	7	-0.017	0
Cn1cccc1C(=O)Nc1nccs1	-7	1.4	13	3	8	-1	-3	0.26	-35
CS(=O)(=O)c1cc([N+](=O)[O-])c(Sc2nc3ccccc3[nH]2)c([N+](=O)[O-])c1	·	·	9	-10	·	11	-14	-0.12	8
O=C(CSc1ccc(Cl)cc1)N1CCN(c2ncc(C(F)(F)F)cc2Cl)CC1	·	·	-17	7	·	12	6	1.3	19
Cc1ccc(CNc2nc(C)nc3sc4c(c23)CCC4)cc1	-6	1.1	·	-8	5	-3	·	0.0055	·
CCOc1ccc(NC(=O)CCN2CCN(S(=O)(=O)c3ccc(OC)cc3)CC2)cc1	3	·	-10	-5	5	3	21	0.13	·
CCOc1ccc(S(=O)(=O)NCC(=O)N(C)Cc2cccnc2)cc1	11	·	-29	-44	5	-2	3	0.019	-2
O=C(CSc1nc(-c2ccccc2)c(-c2ccccc2)[nH]1)Nc1nccs1	·	·	13	31	·	12	-2	-0.66	-2
FC(F)(F)c1cnc(Nc2ccc(N3CCOCC3)cc2)c(Cl)c1	-11	1.3	-7	8	-2	0	2	1.2	-1
COc1ccc(CNS(=O)(=O)c2cccc(S(=O)(=O)N3CCOCC3)c2)cc1	3	1.4	13	3	6	-4	4	-0.79	-8
C=CCN=C(NC#N)SCc1ccccc1Cl	3	1.1	-4	16	5	4	-7	-0.58	21
CCCc1cc(-n2cnc3ccccc32)n2c(nc3ccccc32)c1C#N	-11	1.1	-23	-100	6	6	5	0.68	3

(cont.)
structure	Smad3 FoxH1 inh	MT1-MMP txn act	HUVEC tox TNFa	IL1B cytotox	Calb biofilm kill	PTPN22 inh 2	VCAM1 TNFa inh	DAT uptake mod	F-actin modifier
O=C(Nc1ccc(N2CCN(C(=O)c3ccccc3)CC2)c(Cl)c1)c1cccnc1	15	1	3	11	-2	-4	0	1.7	-5
COC(=O)CCCNC(=O)OCc1ccc([N+](=O)[O-])cc1	·	·	9	-10	·	16	-13	-0.31	-36
Cc1ccc(-n2ncc3c(NCCCOC(C)C)ncnc32)c(C)c1	1	1.3	·	-52	10	-6	·	0.15	·
CCc1ccccc1Nc1ccc(C(=O)O)cc1N	3	1.6	·	·	2	·	·	-1.1	·
COCCN(CC(=O)Nc1ccccc1C)S(=O)(=O)c1ccc(S(=O)(=O)N2CCCC2)cc1	11	1.1	-3	-12	2	-4	9	-0.19	1
O=S(=O)(NCCc1csc(-c2cccnc2)n1)c1ccc(Cl)s1	-6	1.1	-11	4	10	-1	-3	0.52	15
Cc1cccc(C(=O)Nc2nnc(Cc3c[nH]c4ccccc34)s2)c1	·	·	9	32	·	3	1	-0.32	-12
Cc1ccc2c(c1)C(=O)C(=O)N2CC(=O)OC(C)C	-7	1.1	-3	7	-2	-1	4	1.1	-29
COc1cccc(C2CC(c3ccccc3)Nc3ncnn32)c1 (stereo unspecified)	-10	1.1	1	-27	7	4	-2	0.31	-6
O=[N+]([O-])c1cc(C(F)(F)F)ccc1NCCNC(=S)Nc1ccc(Cl)cc1	·	·	·	·	·	-1	-8	-0.14	-14
CSC1=NCCN1C(=O)COc1ccc2ccccc2c1	4	1	18	-13	-8	-9	-30	0.73	-8
CC(C)(C)c1ccc(C2(C)NC(=O)N(CC(=O)Nc3ccc4c(c3)OCO4)C2=O)cc1 (stereo unspecified)	1	1.1	-26	-94	3	-2	-16	-0.46	0
Cc1c(NC(=O)c2cc(-c3ccccc3)on2)c(=O)n(-c2ccccc2)n1C	-11	1	3	-36	8	-2	-14	0.33	-3
COc1ccc(C(c2nnnn2CCc2ccccc2)N2CCN(C3CCCC3)CC2)cc1 (stereo unspecified)	-2	1.2	-20	6	6	9	2	0.49	-20
O=C(/C=C(\c1ccc(Cl)cc1)n1cncn1)c1ccc(Cl)cc1	4	1.1	-10	-4	-1	-8	7	-0.18	-13
O=C(Cn1nc(C(F)(F)F)c2c1CCC2)N1CCN(c2ccccc2)CC1	7	1.2	23	9	8	-6	51	-0.0055	-26
CS(=O)(=O)N(CC(=O)O)c1ccc(Oc2ccccc2)cc1	5	1.3	4	17	10	4	6	0.6	-2
CCc1nc(SCC(=O)N2CCc3cc(OC)c(OC)cc3C2)c(C#N)cc1C	·	·	4	17	·	3	3	1.2	20
Cc1ccccc1-c1cc(-c2ccccc2O)n[nH]1	14	1.7	-1	10	5	-18	7	-0.75	-2
CCn1c(SCC(=O)N(C(C)C)C(C)C)nnc1-c1cc2ccccc2cc1O	-2	1	11	6	6	-2	26	-0.67	-6
C=CCN1C(=O)C(Cc2ccc(OC)cc2)S/C1=N\N=C\c1cccs1 (stereo unspecified)	7	1.1	-7	7	4	-15	9	3*	0
Cc1ccc(S(=O)(=O)NNc2nc3ccccc3nc2C(F)(F)F)cc1	-2	1.3	-1	-1	0	8	-7	0.063	-19

2 entries from above, with two lines to a compound.
Under each structure – Smad3 FoxH1 inh, MT1-MMP txn act, HUVEC tox TNFa, IL1B cytotox, Calb biofilm kill, PTPN22 inh 2, VCAM1 TNFa inh, DAT uptake mod, F-actin modifier
> CCn1c(SCC(=O)N(C(C)C)C(C)C)nnc1-c1cc2ccccc2cc1O
→ -2, 1, 11, 6, 6, -2, 26, -0.67, -6
> COCCN(CC(=O)Nc1ccccc1C)S(=O)(=O)c1ccc(S(=O)(=O)N2CCCC2)cc1
→ 11, 1.1, -3, -12, 2, -4, 9, -0.19, 1
